High-throughput results: PubChem, National Center for Advancing Translational Sciences (NCATS)
KDM5B inh – inhibitors of human KDM5B histone demethylase; KDM5B demethylase, FDH-coupled NADH fluorescence (FDH is formaldehyde dehydrogenase); 2.6% of 220,000 active; Q9UGL1; Potency, µM (highest dose often 57.7 µM), without a hit: top-dose activity change, negative = inhibition, usual class: inhibitors; active means well fitted inhibition curve with a large enough effect; inconclusive means small, poorly fitted or top-dose-only effect; inactive means no such curve, though single readings can be large or run the other way; further: 0% is about no effect; nearly all actives have a fitted effect of over 70% in size
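qHTS format, multiple compound concentrations. Buffer 50 mM HEPES pH 7.5/0.01% Tween-20; 200 nM KDM5BΔAP final; 10 min compound preincubation; substrate-mix levels 12.5 µM peptide, 25 µM α-KG, 0.25 mM NAD⁺; 30 min RT; ΔRFU.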
* = called active by the depositor; [ ] = dose if it differs, or a comment. Potency means the concentration at half of the fitted maximal effect. A portion of the library. The share of hits here may be higher or lower than overall.

Results for CC(=O)N1CCN(CCN=Cc2c(O)n(-c3ccc(F)cc3)c(=S)[nH]c2=O)CC1 ?
KDM5B inh: -7.1%

What do the screens show for `CC(=O)c1ccc(NC(=O)OC[C@H]2C[C@@H]3CCN2C[C@@H]3c2cc(-c3cccs3)nn2C)cc1`?
KDM5B inh: 2.8%

Results for Cc1[nH]c2c(C)ccc(C)c2c1CCN ?
KDM5B inh: inconclusive

How did COc1ccc(OC)c(N2Cc3ccccc3C2=N)c1 do in these assays?
KDM5B inh: 12.6%

How did CC[C@H]1CN2CC[C@H]1C[C@@H]2CNC(=O)c1ccc(F)c(Cl)c1 do in these assays?
KDM5B inh: 12.1%[86.2 µM]

How did COc1ccccc1-c1cc([C@H]2CN3CC[C@H]2C[C@@H]3COC(=O)Nc2cccc(C(C)=O)c2)nc(C)n1 do in these assays?
KDM5B inh: inconclusive

What do the screens show for `Cc1ccccc1CN1C(=O)C(C)N=C(c2ccccc2)c2ccccc21` (configuration not stated)?
KDM5B inh: -13.5%

What do the screens show for `CCN(CC)C(=O)c1ccc(NC(=O)COc2ccc3c(C)cc(=O)oc3c2)cc1`?
KDM5B inh: inconclusive

What do the screens show for `CC(=O)N1CCC(C(=O)N2CCC3(CC2)c2nccn2-c2ccccc2CN3C)CC1`?
KDM5B inh: 13.9%

How did O=C(COc1cc(Cl)ccc1Cl)Nc1ccc(Cl)cc1C(=O)c1ccccc1 do in these assays?
KDM5B inh: inconclusive

How did CC(C)NC(=O)NC[C@H]1C[C@@H]2CCN1C[C@@H]2CN1CCN(C)CC1 do in these assays?
KDM5B inh: -16.4%[86.2 µM]

How did Cc1cc(C)c(NC(=O)c2cn(Cc3ccccc3)nn2)c(C)c1 do in these assays?
KDM5B inh: 0.1%

7 entries from above, arranged by formula weight, lowest first:
How did COc1ccc(OC)c(N2Cc3ccccc3C2=N)c1 do in these assays?
KDM5B inh: 12.6%

How did CC[C@H]1CN2CC[C@H]1C[C@@H]2CNC(=O)c1ccc(F)c(Cl)c1 do in these assays?
KDM5B inh: 12.1%[86.2 µM]

What do the screens show for `CCN(CC)C(=O)c1ccc(NC(=O)COc2ccc3c(C)cc(=O)oc3c2)cc1`?
KDM5B inh: inconclusive

What do the screens show for `CC(=O)N1CCC(C(=O)N2CCC3(CC2)c2nccn2-c2ccccc2CN3C)CC1`?
KDM5B inh: 13.9%

How did O=C(COc1cc(Cl)ccc1Cl)Nc1ccc(Cl)cc1C(=O)c1ccccc1 do in these assays?
KDM5B inh: inconclusive

What do the screens show for `CC(=O)c1ccc(NC(=O)OC[C@H]2C[C@@H]3CCN2C[C@@H]3c2cc(-c3cccs3)nn2C)cc1`?
KDM5B inh: 2.8%

How did COc1ccccc1-c1cc([C@H]2CN3CC[C@H]2C[C@@H]3COC(=O)Nc2cccc(C(C)=O)c2)nc(C)n1 do in these assays?
KDM5B inh: inconclusive

Later entries
How did O=c1c2ccccc2nc(/C=C/c2cccc3ccccc23)n1-c1ccccc1Cl do in these assays?
KDM5B inh: inconclusive

Results for O=C(Nc1ccccc1)C1=NO[C@@H]2CN(Cc3ccccn3)C[C@H]12 ?
KDM5B inh: -23.2%[86.2 µM]

What do the screens show for `CC(C)(CC(=O)O)CC(=O)N1C[C@@H]2C[C@H](C1)c1c(-c3cccs3)ccc(=O)n1C2`?
KDM5B inh: -27.2%[86.2 µM]

Results for Cc1ccccc1CN1CCN(Cc2cccc(F)c2)CC1 ?
KDM5B inh: inconclusive

What do the screens show for `CCCS(=O)(=O)NC[C@H]1C[C@@H]2CCN1C[C@@H]2c1cc(C2CCCCC2)nn1C`?
KDM5B inh: -10.1%[86.2 µM]

How did O=C(Cc1c[nH]c2ncc(-c3cccnc3)cc12)N1CCN(Cc2ccccc2)CC1 do in these assays?
KDM5B inh: 4.7%[86.2 µM]

What do the screens show for `O=S(=O)(NC[C@H]1C[C@@H]2CCN1C[C@@H]2CN1CCCCC1)c1ccc(Cl)cc1`?
KDM5B inh: 13.2%[86.2 µM]

Results for C[S+](=O)([O-])N1CCC2(CC1)CC(c1cccnc1)=NO2 ?
KDM5B inh: 15.5%[149 µM]

How did COCCNC(=O)Cn1cc(C(=O)c2ccccc2)c2ccccc21 do in these assays?
KDM5B inh: 16.9%

How did CN1CCC(NCC2(CO)C[C@@H](O)[C@@H](O)C2)CC1 (some centres not stated) do in these assays?
KDM5B inh: -14.7%[86.2 µM]

Results for Cc1ccccc1-c1ccc2n(c1=O)C[C@H]1C[C@@H]2CN(C(=O)CSCC(=O)O)C1 ?
KDM5B inh: 39.8µM*

How did O=S1(=O)NCC2(CCN(Cc3ccsc3)C2)Oc2ncccc21 (configuration not stated) do in these assays?
KDM5B inh: 13.8%[115 µM]

Reprinted from the part before: seven compounds, followed by the next part.
How did O=C(Cc1c[nH]c2ncc(-c3cccnc3)cc12)N1CCN(Cc2ccccc2)CC1 do in these assays?
KDM5B inh: 4.7%[86.2 µM]

What do the screens show for `O=S(=O)(NC[C@H]1C[C@@H]2CCN1C[C@@H]2CN1CCCCC1)c1ccc(Cl)cc1`?
KDM5B inh: 13.2%[86.2 µM]

Results for C[S+](=O)([O-])N1CCC2(CC1)CC(c1cccnc1)=NO2 ?
KDM5B inh: 15.5%[149 µM]

How did COCCNC(=O)Cn1cc(C(=O)c2ccccc2)c2ccccc21 do in these assays?
KDM5B inh: 16.9%

How did CN1CCC(NCC2(CO)C[C@@H](O)[C@@H](O)C2)CC1 (some centres not stated) do in these assays?
KDM5B inh: -14.7%[86.2 µM]

Results for Cc1ccccc1-c1ccc2n(c1=O)C[C@H]1C[C@@H]2CN(C(=O)CSCC(=O)O)C1 ?
KDM5B inh: 39.8µM*

How did O=S1(=O)NCC2(CCN(Cc3ccsc3)C2)Oc2ncccc21 (configuration not stated) do in these assays?
KDM5B inh: 13.8%[115 µM]

Results for CC(C)NC(=O)NC[C@H]1C[C@@H]2CCN1C[C@@H]2CN1CCN(c2ccccn2)CC1 ?
KDM5B inh: 19.3%[86.2 µM]

How did O=C(c1ccccc1)N1C[C@@H]2C[C@H](C1)c1ccc(C3CCCCC3)c(=O)n1C2 do in these assays?
KDM5B inh: 39.8µM*

What do the screens show for `COCCNC(=O)[C@H]1CN2CC[C@H]1C[C@@H]2Cn1cc(CN(C)C)nn1`?
KDM5B inh: 29.1%[86.2 µM]

What do the screens show for `O=C(NC[C@H]1C[C@@H]2CCN1C[C@@H]2CN1C[C@@H]2C[C@H](C1)c1cccc(=O)n1C2)c1ccc2c(c1)OCO2`?
KDM5B inh: 15.4%

Results for CCC(=Nc1cccc(C(F)(F)F)c1)c1c(O)n(C)c(=O)n(C)c1=O ?
KDM5B inh: -6.9%

What do the screens show for `Cc1ccc(CN2C[C@@H]3C(=O)N(C)C(=O)[C@@H]3C2)o1`?
KDM5B inh: 5.6%

Results for COc1ccc(CCNCc2ccc(Cl)cc2)cc1 ?
KDM5B inh: inconclusive

Results for CC1=NOC2(CCN(Cc3c[nH]c4ccccc34)CC2)C1 ?
KDM5B inh: 13.6%[149 µM]

What do the screens show for `O=C1CO[C@H]2CN(Cc3ncc[nH]3)C[C@H]2N1Cc1cccnc1`?
KDM5B inh: 25.1µM*

Results for Cn1nc(-c2ccc3ccccc3c2)cc1[C@H]1CN2CC[C@H]1C[C@@H]2CNC(=O)NCc1ccccc1 ?
KDM5B inh: inconclusive

What do the screens show for `CN1Cc2ccccc2NC(=O)C12CCNC2` (configuration not stated)?
KDM5B inh: -5.5%[149 µM]

What do the screens show for `O=C(NC1CCCCC1)[C@H]1CN2CC[C@H]1C[C@@H]2Cn1cc(CCO)nn1`?
KDM5B inh: -8.8%[86.2 µM]

What do the screens show for `Cc1ncc2c(n1)C[C@@H]1CC[C@H]2N1C(=O)NC(C)C`?
KDM5B inh: -22.0%

Results for Cc1nc(-c2ccco2)cc([C@H]2CN3CC[C@H]2C[C@@H]3CNC(=O)Nc2ccccc2)n1 ?
KDM5B inh: inconclusive
